Compound activity from PubChem BioAssay.
aGal spleen mod: inhibits or activates alpha-galactosidase in human spleen homogenate | Potency, µM (doses to about 80 µM), for inactives: at the top dose activity change, negative = inhibition, most hits filed as inhibitors | 240,000 compounds, 0.008% hits | P06280 | human spleen homogenate, 4MU-alpha-Gal fluorescence, 40 min;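 further: 0% = enzyme with vehicle and -100% = no enzyme basal signal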
Target sequence (P06280 32-429 limits assumed): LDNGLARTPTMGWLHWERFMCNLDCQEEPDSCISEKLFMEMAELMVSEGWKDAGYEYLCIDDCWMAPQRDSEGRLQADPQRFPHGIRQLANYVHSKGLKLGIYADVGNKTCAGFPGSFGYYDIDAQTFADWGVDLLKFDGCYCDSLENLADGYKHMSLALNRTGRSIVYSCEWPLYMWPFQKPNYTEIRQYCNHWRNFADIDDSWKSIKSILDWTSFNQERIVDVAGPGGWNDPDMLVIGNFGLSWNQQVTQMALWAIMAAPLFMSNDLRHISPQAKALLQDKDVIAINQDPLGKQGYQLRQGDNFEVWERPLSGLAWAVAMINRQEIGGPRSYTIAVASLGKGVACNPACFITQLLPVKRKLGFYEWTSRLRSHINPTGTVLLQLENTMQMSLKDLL
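Spleen homogenate 1 ug + cpd (titration) + 4-MU-alpha-D-galactopyranoside 1 mM; 37C 40 min; 50 mM citrate/phosphate pH 5.0, 0.01% Tween-20; stop pH 10; fluorescence 365/440; AC50 via Hill.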
TexasRed fluor: Texas Red fluorescence interference in TRb-SRC2 counter-screen; TRb/SRC2 Texas Red total fluorescence interference; Potency, µM (series often up to 106 µM), for the others: top-dose fluorescence change, negative = quenching; 280,000 compounds, 0.29% hits; active means well fitted curve in either direction with a large enough effect; inconclusive means small, poorly fitted or top-dose-only effect
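Flags fluorescent or light-absorbing compounds by total fluorescence, S + 2P, at 555 nm excitation and 632 nm emission. Mixture: 20 nM Texas Red SRC2 peptide, 0.6 uM human TRb LBD, 1 uM T3, 5% DMSO; compound exposure 5 h at ambient temperature.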
TRb-SRC2 inh: disrupts binding of human TR beta to SRC2 | TRbeta-SRC2 peptide binding, fluorescence polarization; receptor liganded with 1 µM T3 | Potency, µM (series often up to 106 µM), for inactives: at the top dose activity change, negative = inhibition, actives largely listed as inhibitors | 280,000 compounds, 0.065% hits | AID 1469;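 further: plate controls were bound peptide for no effect and peptide without receptor for full effect; nearly all actives have a fitted effect of over 50% in size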
Target sequence (P10828 whole entry, looked up): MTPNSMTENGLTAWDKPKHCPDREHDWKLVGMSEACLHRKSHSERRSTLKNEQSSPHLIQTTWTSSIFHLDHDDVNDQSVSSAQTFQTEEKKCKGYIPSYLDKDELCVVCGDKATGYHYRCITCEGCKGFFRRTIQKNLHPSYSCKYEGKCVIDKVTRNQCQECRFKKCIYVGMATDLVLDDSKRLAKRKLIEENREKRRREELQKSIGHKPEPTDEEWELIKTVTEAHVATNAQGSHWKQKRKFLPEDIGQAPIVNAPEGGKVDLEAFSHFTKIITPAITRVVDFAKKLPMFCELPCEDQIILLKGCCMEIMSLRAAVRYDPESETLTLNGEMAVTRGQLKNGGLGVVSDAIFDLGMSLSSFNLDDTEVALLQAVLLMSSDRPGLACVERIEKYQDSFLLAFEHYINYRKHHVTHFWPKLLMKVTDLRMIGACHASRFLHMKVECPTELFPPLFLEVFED
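Polarization signal, normalized between peptide-alone and full complex controls, measured compound effects on T3-liganded human TRb LBD (0.6 uM) binding 20 nM Texas Red SRC2 peptide after 5 hr.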
L3MBTL1 block: blocks human L3MBTL1 | 230,000 compounds, 0.66% hits | AID 485360 | AlphaScreen L3MBTL1–H3K9me1 peptide binding | Potency, µM (titrated, usually from 57.1 µM), without a hit: top-dose activity, negative = inhibition, usual class: inhibitors | Q9Y468; further: nearly all actives have a fitted effect of over 60% in size
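AlphaScreen assay: L3MBTL1 (50 nM final) was preincubated 30 min at room temperature with biotinylated H3(1-15)K9me1 peptide (75 nM final), then 30 min with library compounds; streptavidin donor and nickel chelate acceptor beads (10 ug/mL final) added, 30 min dark.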
ALDH1A1 block: ALDH1A1 (human) enzyme inhibition; 220,000 compounds, 7.3% hits; Potency, µM (titrated, usually from 75.3 µM), without a hit: top-dose activity, negative = inhibition, actives largely listed as inhibitors; P00352; Purified ALDH1A1, NADH fluorescence, propionaldehyde substrate; AID 1030; active means well fitted inhibition curve with a large enough effect, not every such curve was filed as active; inconclusive means small, poorly fitted or top-dose-only effect, or another doubt; inactive means no such curve, though single readings can be large or run the other way;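 further: plate controls were no enzyme wells and a reference inhibitor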
Tau fluor cs: counter-screen for tau fibril formation inhibitors; tau K18 P301L Alexa594 fluorescence, heparin fibrillization; Potency, µM (doses to about 57.7 µM), without a hit: top-dose activity change, negative = decrease; 280,000 compounds, 0.93% hits; AID 1463; further: nearly all actives have a fitted effect of over 55% in size
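Human K18 P301L tau (15 uM unlabeled plus 0.24 uM Alexa 594-labeled, final) in 100 mM sodium acetate pH 7 was mixed with compound and 20 uM heparin and incubated 6 hr at 37 C.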
Tau FP inhib: blocks human tau fibril formation measured by polarization | P10636 | K18 P301L tau heparin fibrillization, Alexa594 FP, 6 h | Potency, µM (series often up to 57.7 µM), inactives show at the highest dose activity, negative = inhibition, actives largely listed as inhibitors | 280,000 compounds, 0.39% hits; further: nearly all actives have a fitted effect of over 55% in size
Target sequence (P10636 561-689 P618L limits assumed): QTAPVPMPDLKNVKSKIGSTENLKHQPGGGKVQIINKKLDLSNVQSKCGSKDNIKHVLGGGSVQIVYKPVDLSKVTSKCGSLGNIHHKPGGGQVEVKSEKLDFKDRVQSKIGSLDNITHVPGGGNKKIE
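Read-out: fluorescence polarization of Alexa 594-labeled tau (0.24 uM), 555 nm excitation, 632 nm emission. Mixtures held 15 uM unlabeled K18 P301L, compound and 20 uM heparin, pH 7 acetate buffer, incubated 6 hr at 37 C.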
Tau ThT inhib: inhibitors of human tau fibril formation, thioflavin T binding. recombinant tau K18 P301L (four-repeat tau fragment), heparin-induced fibrillization, ThT fluorescence. Potency, µM (series often up to 57.4 µM), inactives show at the top dose activity, negative = inhibition, most hits filed as inhibitors. 270,000 compounds, 2.1% hits. AID 1460; further: nearly all actives have a fitted effect of over 55% in size
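K18 P301L tau (15 uM + 0.24 uM Alexa 594-tagged), heparin 20 uM, NaOAc pH 7, 6 h 37 C; ThT 30 uM, 1 h RT, ex 450/em 510 nm.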
Starred values were filed as active, the others as inactive; ? = inconclusive; · = no result given; [ ] = dose if it differs, or a comment. Unless noted, the call rests on the fitted dose curve; in most records, active means well fitted curve in the direction sought with a large enough effect; inconclusive means small, poorly fitted or top-dose-only effect, or another doubt; inactive means no such curve, though single readings can be large; an effect the other way counts as inactive or inconclusive. Unless noted, on the % scale 0 is the no-effect control and ±100 the full control effect; potency means the concentration at half of the fitted maximal effect.

SMILES	aGal spleen mod	TexasRed fluor	TRb-SRC2 inh	L3MBTL1 block	ALDH1A1 block	Tau fluor cs	Tau FP inhib	Tau ThT inhib
O=C(Nc1ccc2c(c1)OCO2)C1CCN(S(=O)(=O)Cc2ccccc2)CC1	1%	-5%	-4%	0%	-11%	-3%	14%	-16%
Cc1cc(C)cc(NC(=O)C(CC(C)C)NC(=O)C2CCCCC2)c1 (stereo not given)	·	-1%	4%	·	·	-20%	-8%	-11%
C=CCn1c(-c2cc(OC)c(OC)c(OC)c2)n[nH]c1=S	1%	-2%	-9%	-1%	?	-3%	-4%	0%
CCOC(=O)N1CCN(C(=O)c2ccc3c(=O)n(Cc4ccccc4OC)c(=S)[nH]c3c2)CC1	5%	-1%	-2%	-3%	?	-22%	-4%	-13%
CCN(CC)C(=O)c1c(-c2ccccc2)oc2ccc(OC)cc12	-2%	0%	4%	9%	?	-22%	-9%	-13%
COc1cc(/C=C2\SC(=O)NC2=O)ccc1Oc1cnccn1	-17%	-4%	-1%	3%	6%	-9%	-11%	-10%
Cc1nc(/C(N)=N/OC(=O)c2cccc(Cl)c2)c(C(F)(F)F)o1	-5%	-1%	2%	13%	·	-12%	-7%	-4%
CC(=O)N1CCN(c2ccc(NCc3cccs3)cc2)CC1	6%	6%	-22%	-1%[11.4 µM]	?	-30%	?	28µM*
CC(C)C[C@H](NC(=O)c1nc[nH]c1C(=O)N[C@@H](CCCCNC(=O)OC(C)(C)C)C(=O)OC(C)(C)C)C(=O)OC(C)(C)C	-3%	-4%	0%	·	·	-14%	-13%	-14%
Cc1cc(OCC(=O)N2CCC(c3nc4ccccc4s3)CC2)ccc1Cl	·	-13%	10%	·	·	-9%	8%	-15%
CCOC(=O)c1ccc(CNS(=O)(=O)c2c(C)ccc3nsnc23)o1	0%	-4%	3%	28%[11.4 µM]	2%	2%	3%	-5%
Cc1ccc(C)c(Cn2c(C)nc3c(sc(=S)n3-c3ccccc3)c2=O)c1	-5%	0%	-8%	·	0%	-13%	-9%	-9%
CCn1c(Cc2ccccc2)nnc1SCc1nc2ccccc2c(=O)[nH]1	-3%	-2%	-6%	1%	5%	3%	-1%	-3%
O=C(CCCN1C(=O)/C(=C\c2cccs2)SC1=S)Nc1cccc(C(=O)O)c1	7%	-5%	0%	·	-3%	-20%	11%	?
CC(=O)Nc1cccc(/C(C)=N/NC(=O)c2ccc(Cl)cc2Cl)c1	1%	-9%	-1%	?	3%	-8%	-9%	?
Cc1n[nH]c(=O)[nH]c1=O	16%[29.1 µM]	-15%[53 µM]	2%[53 µM]	·	11%[20.9 µM]	·	·	·
CCOc1ccc(-c2nnn(CC(=O)c3ccc4c(c3)OCCO4)n2)cc1OCC	2%	-1%	-4%	-3%	?	?	-15%	?
CCOc1ccccc1C=Nc1ccccc1C(=O)Nc1ccccc1	3%	-1%	-5%	3%	?	-7%	3%	-4%
O=C(NCCCl)Nc1cc([N+](=O)[O-])ccc1Cl	1%	-3%	6%	-2%	9%	-2%	4%	2%
COc1cc(CCCN2C(=S)NC[C@@H]2CC2CCCCC2)cc(OC)c1OC	1%	-2%	3%	·	·	4%	5%	3%
Cc1nonc1OCCNCc1c(C(=O)N2CCCCCCC2)nc2ccc(Cl)cn12	0%	0%	9%	-5%	?	-7%	-3%	-13%
Cc1ccc(NC(=O)CN(Cc2ccccc2)S(C)(=O)=O)cc1C	-4%	-3%	-4%	-3%	-5%	-10%	-2%	0%
COc1ccc(CC(=O)N2CC3(C)CC2CC(C)(C)C3)cc1 (stereo not given)	-1%	-3%	-6%	·	?	4%	-7%	-5%
O=C(NCCc1ccccc1F)C(=O)Nc1nccs1	-1%	-1%	-1%	1%	-17%	0%	-5%	-6%
Cc1ccc(CC(=O)Nc2ccccc2N2CCOCC2)cc1C	3%	-1%	-9%	·	-8%	-14%	10%	-17%

Individual results from the results shown:
CC(C)C[C@H](NC(=O)c1nc[nH]c1C(=O)N[C@@H](CCCCNC(=O)OC(C)(C)C)C(=O)OC(C)(C)C)C(=O)OC(C)(C)C | TRb-SRC2 inh = 0%
Cc1ccc(NC(=O)CN(Cc2ccccc2)S(C)(=O)=O)cc1C | TRb-SRC2 inh = -4%
COc1cc(CCCN2C(=S)NC[C@@H]2CC2CCCCC2)cc(OC)c1OC | TexasRed fluor = -2%

Another view of four compounds above:
CC(=O)Nc1cccc(/C(C)=N/NC(=O)c2ccc(Cl)cc2Cl)c1
  aGal spleen mod: 1%	TexasRed fluor: -9%	TRb-SRC2 inh: -1%	L3MBTL1 block: ?	ALDH1A1 block: 3%	Tau fluor cs: -8%	Tau FP inhib: -9%	Tau ThT inhib: ?

CCn1c(Cc2ccccc2)nnc1SCc1nc2ccccc2c(=O)[nH]1
  aGal spleen mod: -3%	TexasRed fluor: -2%	TRb-SRC2 inh: -6%	L3MBTL1 block: 1%	ALDH1A1 block: 5%	Tau fluor cs: 3%	Tau FP inhib: -1%	Tau ThT inhib: -3%

Cc1nonc1OCCNCc1c(C(=O)N2CCCCCCC2)nc2ccc(Cl)cn12
  aGal spleen mod: 0%	TexasRed fluor: 0%	TRb-SRC2 inh: 9%	L3MBTL1 block: -5%	ALDH1A1 block: ?	Tau fluor cs: -7%	Tau FP inhib: -3%	Tau ThT inhib: -13%

O=C(CCCN1C(=O)/C(=C\c2cccs2)SC1=S)Nc1cccc(C(=O)O)c1
  aGal spleen mod: 7%	TexasRed fluor: -5%	TRb-SRC2 inh: 0%	L3MBTL1 block: ·	ALDH1A1 block: -3%	Tau fluor cs: -20%	Tau FP inhib: 11%	Tau ThT inhib: ?

Remaining list, next part
SMILES	aGal spleen mod	TexasRed fluor	TRb-SRC2 inh	L3MBTL1 block	ALDH1A1 block	Tau fluor cs	Tau FP inhib	Tau ThT inhib
CCc1c(C)nc2ncnn2c1N1CCCC(C(=O)Nc2cc(F)ccc2C)C1 (stereo not given)	11%	-1%	0%	·	-10%	-9%	2%	-13%
O=C(CN1c2ccccc2Sc2ccccc21)N/N=C/c1ccc([N+](=O)[O-])cc1	2%	-4%	3%	·	·	?	?	·
COc1ccc2c(c1)n([O-])c1c([n+]2=O)CCC1	15%	-7%	0%	·	·	-12%	9%	-16%
CCCCOc1ccc(C2C(=O)N(C3CCCCC3)CC(=O)N2C2CCCCC2)cc1 (stereo not given)	·	-1%	2%	·	·	1%	1%	5%
CC(=O)NCCNc1ccc([N+](=O)[O-])cn1	1%	-3%	-3%	5%	4%	1%	-8%	3%
CCOC(=O)c1c(-c2ccccc2)csc1NC(=O)c1ccc(S(=O)(=O)N2CCOCC2)cc1	1%	1%	4%	9%	0%	-12%	-12%	-10%
Cc1ccc(C(=O)/C=C2\NCC(C)NC2=O)cc1 (stereo not given)	1%	-4%	1%	-6%	-7%	-7%	-2%	-3%
CCOC(=O)C1(CC2CCCCO2)CCN(S(=O)(=O)c2c(C)nn(C)c2C)CC1 (stereo not given)	8%	0%	-15%	12%	-2%	-5%	6%	-8%
N#C/C(=C\c1c(Cl)cccc1Cl)c1nc2ccccc2[nH]1	-4%	1%	6%	3%	?	?	-11%	?
Cc1[nH]c2ccccc2c1C(=O)CSc1nccc(=O)[nH]1	4%	-3%	11%	-7%	·	-11%	-8%	-16%
O=C(CC(Nc1ccccc1)c1ccc(F)cc1)c1ccccc1 (stereo not given)	-4%	2%	13%	-10%	-4%	11%	12%	9%
CCOC(=O)c1c(NC=O)sc2c1CCC2	4%	4%	-2%	·	-10%	-16%	-6%	-14%
CCOC(=O)Nc1cc(C(=O)OCC)c(C)nc1C	9%	-2%	-2%	-1%	18%	-4%	-10%	-6%
CCOC(=O)c1c(-c2ccccc2)csc1N1C(=O)Nc2ccccc2N1O	-10%	-2%	15%	·	1%	8%	-2%	-1%
COc1ccc(CN2CCN(Cc3ccon3)CC2CCO)c(C)c1C (stereo not given)	4%	0%	-8%	-2%	·	-2%	4%	-3%
Cc1ccc(S(=O)(=O)N2CCOCC2)cc1C(=O)Nc1ccc(S(=O)(=O)Nc2nccs2)cc1	-10%	-1%	0%	-1%	-13%	-10%	1%	-2%
CCCCn1c(SCc2ccccc2C)nc2ccsc2c1=O	·	-1%	2%	·	·	-15%	-9%	?
O=C(N/N=C/C=C/c1ccccc1)c1cc(C2CC2)[nH]n1	2%	1%	-3%	·	·	-3%	-8%	·
CN(C)c1ccc(/C=C/c2noc(-c3ccccc3O)n2)cc1	·	3%	-3%	·	·	?	11%	?
Cc1ccc(Cl)cc1N1CCN(C(=O)c2cn(C3CCCCC3)c(=O)c3c2c2ccccc2n3C)CC1	·	-2%	-11%	·	·	-2%	-5%	-15%
CC(C)N1CCN(Cc2ccc(Oc3ncccn3)cc2)CC1CCO (stereo not given)	8%	-2%	6%	5%	7%	-1%	-9%	4%
CNC(=O)C1(C)C=CCN1C(=O)OC (stereo not given)	4%	1%	10%	·	4%	-1%	0%	-3%
COc1ccc2c(c1)O[C@@H](c1ccc3c(c1)OCO3)[C@H](OC(=O)NS(=O)(=O)c1ccc(C)cc1)C2=O	-11%	-2%	2%	·	-3%	-7%	-6%	-7%
Cc1c(C(=O)N(C)C)sc2c1c(=O)n(-c1ccc(Cl)c(Cl)c1)c(=O)n2CC(=O)Nc1ccc(Br)cc1F	·	2%	7%	·	·	-8%	-8%	?
COC(=O)c1cc2c(C)[nH]c(C)c2cc(C(=O)OC)c1=O	0%	0%	6%	-4%	6%	-5%	10%	?
CC(C(=O)OCC(=O)c1ccccc1)N1C(=O)c2ccccc2C1=O (stereo not given)	3%	-6%	0%	15%	-5%	4%	5%	2%
Cc1ccc(-n2nc(C(=O)NCc3ccco3)c3c4ccccc4n(C)c3c2=O)cc1	-1%	0%	-1%	-3%	?	-10%	4%	-5%
